High-throughput results as filed in PubChem BioAssay.
ROC1-CUL1 inh: blocks human RBX1-Cullin-1 di-ubiquitin formation; P62877+Q13616; in vitro K48 di-Ub FRET, acceptor:donor ratio, 45 min; inhibition, % at 10 µM; hit rate 0.6% among 140,000; AID 1347404; in the data active means inhibition above about 25%
Target sequence (P62877 whole entry, looked up): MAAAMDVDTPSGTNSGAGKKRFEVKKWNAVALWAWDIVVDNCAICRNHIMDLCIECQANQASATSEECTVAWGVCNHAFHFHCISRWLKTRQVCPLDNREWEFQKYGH
Target sequence (Q13616 whole entry, looked up): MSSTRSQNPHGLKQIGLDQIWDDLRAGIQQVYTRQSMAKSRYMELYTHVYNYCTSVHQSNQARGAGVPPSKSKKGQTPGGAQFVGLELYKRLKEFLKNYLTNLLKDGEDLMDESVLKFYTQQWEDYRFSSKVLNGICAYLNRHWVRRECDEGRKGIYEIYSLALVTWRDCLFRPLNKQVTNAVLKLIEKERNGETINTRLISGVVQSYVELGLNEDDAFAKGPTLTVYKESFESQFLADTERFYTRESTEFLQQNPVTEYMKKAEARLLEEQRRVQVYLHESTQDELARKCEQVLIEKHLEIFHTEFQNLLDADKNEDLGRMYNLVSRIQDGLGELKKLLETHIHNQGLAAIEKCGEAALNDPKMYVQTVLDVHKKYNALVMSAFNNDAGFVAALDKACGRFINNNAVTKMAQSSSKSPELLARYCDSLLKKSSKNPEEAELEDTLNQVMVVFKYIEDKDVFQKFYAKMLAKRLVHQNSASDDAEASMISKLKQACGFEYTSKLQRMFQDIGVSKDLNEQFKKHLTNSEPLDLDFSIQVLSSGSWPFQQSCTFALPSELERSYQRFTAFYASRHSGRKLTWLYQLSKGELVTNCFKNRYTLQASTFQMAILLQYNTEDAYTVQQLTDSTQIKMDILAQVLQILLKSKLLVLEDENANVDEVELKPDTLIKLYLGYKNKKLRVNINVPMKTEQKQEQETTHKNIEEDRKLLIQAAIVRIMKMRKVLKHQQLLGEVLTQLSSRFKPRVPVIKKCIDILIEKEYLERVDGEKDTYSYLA
* = called active by the depositor. Some of the compounds tested; the hit share may differ from the screen's.

The opening five compounds, ahead of the listing:
item	ROC1-CUL1 inh	SMILES
1	0	Cc1ccc(NC(=O)CCCOc2ccc(Cl)cc2Cl)cc1[N+](=O)[O-]
2	-1	Cc1nc2sccn2c1-c1csc(Nc2cccc(Cl)c2C)n1
3	-1	O=C(C1CC(Cc2cccc(Cl)c2)=NO1)N1CCN(c2ncc3ccccc3n2)CC1 (stereo not given)
4	-11	CCOc1ccc(NC(=O)c2cc(S(=O)(=O)N3CCC(C)CC3)cn2C)cc1
5	-6	CC(=O)Nc1ccc(N2CC(C(=O)N3CC(C)CC(C)C3)CC2=O)cc1 (stereo not given)

All compounds of this part, from the start:
item	ROC1-CUL1 inh	SMILES
1	0	Cc1ccc(NC(=O)CCCOc2ccc(Cl)cc2Cl)cc1[N+](=O)[O-]
2	-1	Cc1nc2sccn2c1-c1csc(Nc2cccc(Cl)c2C)n1
3	-1	O=C(C1CC(Cc2cccc(Cl)c2)=NO1)N1CCN(c2ncc3ccccc3n2)CC1 (stereo not given)
4	-11	CCOc1ccc(NC(=O)c2cc(S(=O)(=O)N3CCC(C)CC3)cn2C)cc1
5	-6	CC(=O)Nc1ccc(N2CC(C(=O)N3CC(C)CC(C)C3)CC2=O)cc1 (stereo not given)
6	-2	COc1ccc(-n2nnnc2/C=C/N2CCN(c3cccc(C(F)(F)F)c3)CC2)cc1
7	6	CCOc1ccc(C2CC(=O)n3nc(-c4ccc(C)cc4)nc3S2)cc1 (stereo not given)
8	3	O=S(=O)(NCC1CCCN(S(=O)(=O)c2ccsc2)C1)c1cccs1 (stereo not given)
9	0	CC(=O)c1ccc(N2CCN(S(=O)(=O)c3cc4[nH]c(=O)c(=O)[nH]c4cc3C)CC2)cc1
10	2	CCN(CC)C(=O)Cn1cc(C(=O)N2CCN(CC)C(=O)[C@@H]2C)nn1
11	9	Cc1ccc(C(c2c(-c3ccccc3)n(O)c3ccccc23)N2CCN(C)CC2)cc1 (stereo not given)
12	8	O[C@H]1CN(Cc2ccc3cccc(Cl)c3n2)C[C@@H]1N1CCOCC1
13	0	Cc1ccccc1Cn1nnc2c(=O)[nH]c(C3CCN(C(=O)c4ccccc4Cl)CC3)nc21
14	-10	COc1ccc(CCNc2oc(/C=C/c3ccc(OC)c(OC)c3)nc2C#N)cc1
15	12	CCCc1c(C(=O)Nc2ccccc2)nnn1-c1ccccc1

Results in sequence from above:
ROC1-CUL1 inh, nos. 8 to 12: 3, 0, 2, 9, 8

Other entries:
item	ROC1-CUL1 inh	SMILES
16	4	Nc1ccc(N2CCN(c3cccc(Cl)c3)CC2)cc1
17	-2	COc1ccccc1C1(CC(=O)N(C)CC2Cc3ccccc3O2)CC(=O)N(C2CCCC2)C1=O (stereo not given)
18	-6	N#Cc1ccccc1NC(=O)CC1Nc2ccccc2NC1=O (stereo not given)
19	0	CCn1cc(C(=O)NCCc2ccccc2)c(=O)c2cc(S(=O)(=O)N(C)C3CCCCC3)ccc21
20	-5	COCCNc1nc2nonc2nc1N1CCCC(COC)C1 (stereo not given)
21	6	CCOC(=O)c1c(NSc2ccccc2[N+](=O)[O-])sc2c1CCCC2
22	-1	COc1ccc(N[C@H](C)c2ccccc2)cc1
23	6	O=C(Nc1cccc(C(F)(F)F)c1)N1CCC(Cn2cc(CO)nn2)CC1
24	5	O=C(CSc1ccc(Cl)cc1)N1CCN(C(=O)c2ccco2)CC1
25	6	CC1CCCCN1C(=O)c1ccc([N+](=O)[O-])cc1Cl (stereo not given)
26	-3	CCN(CC)c1c2c(nc3ncnn13)CCC2
27	-10	Cc1ocnc1C(=O)NC1CCCN(C2Cc3ccccc3C2)C1 (stereo not given)
28	2	Cc1ccc(-c2c(C(=O)N3CCN(C)CC3)csc2C)cc1
29	-2	COc1ccc(NC(=O)Nc2nnc(N3CCCC3)s2)cc1
30	-6	O=C(NCc1cccnc1N1CCc2ccccc2C1)c1cscn1

Next section.
item	ROC1-CUL1 inh	SMILES
31	-9	O=C(Nc1ccccc1C(=O)O)c1cc(S(=O)(=O)N2CCOCC2)c(Br)s1
32	-11	CCCNC(=O)c1cc(-c2ccco2)nc2ccccc12
33	-8	COCc1cc(C)n(CC(=O)Nc2cccc(C(C)=O)c2)c(=O)c1C#N
34	5	CC(C)=NNc1nc(-c2ccccc2)nc(Cl)c1-c1ccccc1
35	-2	O=C(Cn1ncc2c3ccccc3n(Cc3ccc(Cl)cc3)c2c1=O)N1CCCCCC1
36	5	CCOC(=O)c1cccc(NC(=O)c2cc3cc4cc(OC)ccc4nc3s2)c1
37	-6	Cc1ccc(-c2nnc(SCC(=O)N(C3CCCCC3)C3CCCCC3)n2N)cc1
38	-26	Cc1ccc2[nH]c3c(c2c1)CCC(/C=N/NC(=O)c1ccccc1)C3=O (stereo not given)
39	2	Cc1c(Sc2ccccc2)c(=O)c1=O
40	1	Cc1ccc(/C=C/c2onc(C)c2S(=O)(=O)N2CCC(C(=O)N(CCC(C)C)Cc3ccco3)CC2)cc1
41	4	Cc1ccc2cc3c(N)nn(C(=O)c4cccc(F)c4)c3nc2c1
42	4	O=C(Oc1ccc(Oc2ccc(-c3noc(-c4ccco4)n3)cc2)cc1)c1ccco1
43	8	Cn1c(SCC(=O)N2CCN(C(c3ccccc3)c3ccccc3)CC2)nnc1-c1ccncc1
44	-10	COc1ccc(CNC(=O)CCc2c(C)nc3c(c2C)c(=O)n(C)c(=O)n3C)cc1
45	6	CC(=O)N1CCc2c(sc3c2c(=O)n(-c2ccc(C)cc2)c(=O)n3Cc2c(F)cccc2Cl)C1

Remaining list, next part.
item	ROC1-CUL1 inh	SMILES
46	-3	COc1ccccc1OCCn1c(NC(=O)c2ccccc2)nc2ccccc21
47	-4	Fc1ccc(-c2noc3ncnc(NCC4CCN(Cc5ccc(Cl)cc5)CC4)c23)cc1
48	-13	CN(C)S(=O)(=O)c1ccc(Cl)cc1Cl
49	-8	Cc1ccccc1NC(=O)CNc1ccccc1
50	16	O=S(=O)(Cc1ccccc1F)N1CCCc2ccccc21
51	-2	CN(Cc1ccccc1)C1(C(=O)NCCc2cscn2)Cc2ccccc2C1
52	4	COCCNc1nc(CN2CCCCC2C(=O)OC)nc2c(C)cccc12 (stereo not given)
53	8	CC1CCCN(CCCNC(=O)c2cn(C)c3ccc(S(=O)(=O)N(C)C4CCCCC4)cc3c2=O)C1 (stereo not given)
54	2	CCOC(=O)COc1ccc2c(c1)c(C(C)=O)c(C)n2-c1ccc(OCC)cc1
55	3	Brc1cc(-c2ccccc2)c(CN2CCOCC2)s1
56	-7	CCc1ccccc1NC(=O)C1CCN(c2nn3c(=O)cc(C)nc3s2)CC1
57	2	CCc1noc(C)c1C(=O)Nc1ccc(Cl)cc1Cl
58	-9	O=C(Nc1cnn(-c2ccc(C(=O)N3CCCC(c4ccccc4)C3)cc2)c1)c1cccnc1 (stereo not given)
59	5	COc1ccccc1N1CCN(C(=O)C2CCN(S(=O)(=O)c3c(C)noc3/C=C/c3ccc(C)cc3)CC2)CC1
60	-9	COc1ccc(CSc2cccc3ccc(C)nc23)cc1F

Next records:
item	ROC1-CUL1 inh	SMILES
61	-13	CCN1CCCC(CN(C)C(=O)c2cc(NC(=O)COC)cc3nc(-c4cccnc4)n(CC)c23)C1 (stereo not given)
62	4	Fc1ccc(Cc2nnc3sc(-c4ccccc4)nn23)cc1
63	-13	CCCOc1ccccc1N=c1ssc2c1-c1cc(OC)ccc1NC2(C)C
64	6	O=C(Nc1ccc(Cl)c(Cl)c1)c1ccccc1C(=O)c1ccccc1
65	1	Clc1ccc(CNc2ccc(N3CCOCC3)cc2)cc1Cl
66	0	CNS(=O)(=O)c1cn(CC(=O)N2CCN(c3ccccc3OC)CC2)cc1S(=O)(=O)NC
67	-2	CC1(C)CC(NCc2ccco2)CCO1 (stereo not given)
68	-5	C(/C=C/c1ccccc1)=C\c1ccccc1
69	2	CC(C)(C)C(=O)Nc1ncccc1CN1CCCC(c2cc(=O)[nH]cn2)C1 (stereo not given)
70	-3	Cc1[nH]c2ccccc2c1Cc1nnc(SCC(=O)NCc2ccco2)o1
71	-1	NC(=O)C1(C(=O)N(CC2CCN(Cc3ccccc3F)CC2)CC2CCCO2)CC1 (stereo not given)
72	5	COC(=O)CC(=O)CSc1nc2cc(C(=O)NC(C)C)ccc2c(=O)n1CCc1ccccc1
73	-4	Cc1ccc(Cn2c(CNS(=O)(=O)c3cccc([N+](=O)[O-])c3)nc3cccnc32)cc1
74	-2	Cc1nc(Sc2nn3c(=O)c(Cl)c(C)nc3s2)n[nH]1
75	8	CC(=O)N[C@@H](CC(C)C)C(=O)N1CCc2onc(-c3ccc(Cl)cc3)c2C1

Following part
item	ROC1-CUL1 inh	SMILES
76	-4	CC(Nc1ccc(-c2nc(Cc3ccccc3)no2)cn1)c1nncn1C (stereo not given)
77	-1	O=C(COc1ccc(-c2cnc3ccccc3n2)cc1)c1cccs1
78	4	CCOC(=O)CNC(=O)NCc1cccnc1Oc1ccccc1C
79	-5	Cc1cc(C)cc(NS(=O)(=O)c2ccc(NC(=S)NC(=O)c3cccs3)cc2)c1
80	2	CN(C)S(=O)(=O)N1CCC(N2CCN(Cc3ccc(F)cc3)C(=O)C2=O)CC1
81	-1	CC1(NC(=S)N2CCOCC2)CCS(=O)(=O)C1 (stereo not given)
82	1	CCOC(=O)C1(Cc2ccc(Cl)cc2)C(=O)N(CCN(CC)CC)c2ccccc21 (stereo not given)
83	5	COc1ccc(/C=C/C(=O)Oc2cccc(/C=N/NC(=O)c3cc(OC)c(OC)c(OC)c3)c2)cc1
84	0	O=C(CN1CCN(c2ccccn2)CC1)Nc1ccc(F)c(F)c1
85	-3	CCc1nn(CCCC(=O)N2CCN(c3cccc(OC)c3)CC2)c(=O)c2cc3occc3n12
86	-5	FC(F)(F)c1cnc(Sc2nc3ccccc3o2)c(Cl)c1
87	1	Cc1nc(C(=O)NCc2cccnc2-n2ccnc2)cs1
88	2	O=C1NC(=Nc2ccc(F)cc2)S/C1=C\c1ccc(O)c(Br)c1
89	-8	O=S(=O)(NCCS(=O)(=O)N1CCN(c2ccccc2)CC1)c1ccccc1
90	2	Cc1ccc(C(=O)Nc2ccc(S(=O)(=O)N(Cc3ccccc3)c3ccccc3)cc2)cc1

Retrieved by compound from above:
item	ROC1-CUL1 inh	SMILES
88	2	O=C1NC(=Nc2ccc(F)cc2)S/C1=C\c1ccc(O)c(Br)c1
89	-8	O=S(=O)(NCCS(=O)(=O)N1CCN(c2ccccc2)CC1)c1ccccc1
79	-5	Cc1cc(C)cc(NS(=O)(=O)c2ccc(NC(=S)NC(=O)c3cccs3)cc2)c1
86	-5	FC(F)(F)c1cnc(Sc2nc3ccccc3o2)c(Cl)c1
84	0	O=C(CN1CCN(c2ccccn2)CC1)Nc1ccc(F)c(F)c1
77	-1	O=C(COc1ccc(-c2cnc3ccccc3n2)cc1)c1cccs1

Carrying on.
item	ROC1-CUL1 inh	SMILES
91	10	COc1ccc(CNC(=O)c2ccc3nc(CCc4ccccc4)oc3c2)cc1
92	6	O=C1NC(=Nc2ccc(Br)cc2)SC1Cc1ccc(Br)cc1 (stereo not given)
93	6	CCc1cccc(C)c1NC(=O)c1cc(OC)c(OC)c(OC)c1Br
94	10	CC(Oc1ccccc1)C(=O)Nc1ccccc1C(=O)OCc1cc(=O)n2nc(C3CC3)sc2n1 (stereo not given)
95	1	CCOc1ccc(NC(=O)CC2SC(=N)NC2=O)cc1 (stereo not given)
96	0	O=C(Oc1cc(=O)n(-c2ccccc2)c2c1CCCC2)c1cccs1
97	-5	Cc1ccc(CSc2nc3cc(C(=O)NC4CCCC4)ccc3c(=O)n2Cc2ccccc2)cc1
98	0	COCc1ccc(CNC(C)c2cnc(-c3ccncc3)nc2C)o1 (stereo not given)
99	3	Cc1cccc(NC(=O)CSc2ncc3c(n2)-c2cc(Cl)ccc2N(C)S3(=O)=O)c1C
100	4	CCOc1ccc(C2C3=C(N=C(C)C2C(=O)OC)c2ccccc2C3=O)cc1OC (stereo not given)
101	-9	Cc1ccc(C)c(N2CCN(C(c3ccc(F)cc3)c3nnc(-c4ccccc4)o3)CC2)c1 (stereo not given)
102	9	CCN(CC)C(=O)Sc1ccccc1NC(C)=O
103	-1	C=CCn1c2c(sc1=NC(=O)NNc1ccccc1)CCc1ccccc1-2
104	-5	COc1cc(C2C(C(=O)Nc3ccccc3C)C(C)=Nc3nc(CCCO)nn32)cc(OC)c1OC (stereo not given)
105	-11	COc1ccc2c(c1)sc1ncc(C(=O)NCc3ccccc3F)c(=O)n12

Next part.
item	ROC1-CUL1 inh	SMILES
106	3	COCCCNC(=O)C(C)N1c2cccc3cccc(c23)S1(=O)=O (stereo not given)
107	4	Cc1nn(C)c(C)c1C1Nc2ccccc2C(=O)N1O (stereo not given)
108	-6	CN1CCN(CCCNC(=O)Cn2c(-c3cccs3)cc3ccccc32)CC1
109	-3	Cc1ccc(C(=O)N2CCN(c3cc(Cl)ccc3C)CC2)cc1C
110	-11	Cc1ccc(C)c(CN2C(=O)C3(c4ccccc42)N(c2cccc(C(F)(F)F)c2)C(=O)CS3(=O)=O)c1 (stereo not given)
111	-3	COc1cccc(-c2cc(C(=O)Nc3ccc4c(c3)OCO4)no2)c1
112	2	Cc1ccc(NC(=O)C(C)c2ccc(CC(C)C)cc2)cc1O (stereo not given)
113	-3	COc1cc(CNC2CCC(O)CC2)ccc1OCC(O)CN1CCSCC1 (stereo not given)
114	1	CCC(=O)Nc1cc(S(=O)(=O)N2CCCC2)ccc1OC
115	-1	CCC(=O)Nc1ccc2c(c1)OCO2
116	-3	COCC(O)CN1CCN(C2NS(=O)(=O)C3CCCCC23)CC1 (stereo not given)
117	-1	O=c1cc(-c2ccccc2)n2c(SCc3cccc([N+](=O)[O-])c3)nnc2[nH]1
118	-5	COc1cccc(C(=O)N(c2ccccc2)C2CC(C)N(C(=O)c3ccc(C)cc3)c3ccccc32)c1 (stereo not given)
119	0	O=C(Nc1cccc2ccccc12)c1ccccc1-c1ccccc1C(=O)Nc1cccc2ccccc12

As entered above:
`CCOC(=O)COc1ccc2c(c1)c(C(C)=O)c(C)n2-c1ccc(OCC)cc1` – ROC1-CUL1 inh: 2
`CC1(NC(=S)N2CCOCC2)CCS(=O)(=O)C1` (stereo not given) – ROC1-CUL1 inh: -1
`C(/C=C/c1ccccc1)=C\c1ccccc1` – ROC1-CUL1 inh: -5
`O=C1NC(=Nc2ccc(F)cc2)S/C1=C\c1ccc(O)c(Br)c1` – ROC1-CUL1 inh: 2
